Nrf2 block = blocks Nrf2 signaling | A549 ARE-Fluc reporter, luciferase luminescence, 18-24 h | Potency, µM (highest dose often 46 µM), inactives show at the highest dose activity change, negative = inhibition, hits mostly inhibitors | 360,000 tested, 2.1% active; note: % is set by controls: 0 for no effect and ±100 for the full control effect; nearly all actives have a fitted effect of over 60% in size
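In this cell-based qHTS, ARE-driven firefly luciferase in A549 cells reports Nrf2 activity; the luminescent signal after BugLite lysis is the measured value, with a prior CellTiter-Fluor read for cell health.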
MCF10A rereplic = induces DNA re-replication in MCF 10a normal breast cells. MCF 10A DNA re-replication, Hoechst nuclear intensity, 48 h. Potency, µM (top dose mostly 46.1 µM), for the others: at the highest dose activity, positive = re-replication, most hits filed as activators. 350,000 tested, 2.9% active. AID 624296; note: % of control where 0% means no effect; nearly all actives have a fitted effect of over 50% in size
ATXN2 expr inh = reduces ATXN2 reporter expression in HEK-293 cells; Potency, µM (series often up to 57 µM), inactives show at the highest dose activity change, negative = inhibition, most hits filed as inhibitors; HEK-293 ATXN2-luciferase reporter, luminescence, 24 h; 360,000 tested, 0.72% active; note: % is set by controls: 0 for no effect and ±100 for the full control effect; nearly all actives have a fitted effect of over 55% in size
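ATXN2-luciferase reporter cells (luciferase flanked by upstream and downstream ATXN2 gene portions) were treated 24 h at 37 °C with compounds at up to 57 uM. SteadyGlo luminescence gave expression; GF-AFC fluorescence gave viability.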
Nrf2 activator = activates Nrf2 signaling; AREc32 ARE-luciferase reporter (MCF7-derived line), luminescence, 24 h; Potency, µM (titrated, usually from 46.1 µM), without a hit: at the highest dose activation, most hits filed as activators; 410,000 tested, 0.31% active; AID 624171; note: % of control where 0% means no effect; nearly all actives have a fitted effect of over 65% in size
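ARE-driven firefly luciferase activity in AREc32 cells measured after a 24 hr compound exposure at 37 deg C, using Steady-Glo reagent and a 30 min room-temperature hold.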
TGFb SMAD3 inh = blocks TGF-b signaling; HepG2 CAGA-GFP TGF-b/SMAD3 reporter, GFP fluorescence, 18 h; TGF-beta stimulated, 500 pg/mL final; Potency, µM (doses to about 46.1 µM), for the others: at the highest dose activity, negative = inhibition, hits mostly inhibitors; 410,000 tested, 1.2% active; AID 588855; note: % is set by controls: 0 for no effect and ±100 for the full control effect; nearly all actives have a fitted effect of over 65% in size
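GFP signal (ex488/em500-530) from TGF-beta-stimulated HEPG2 CAGA-GFP cells, 500 pg/mL final, 18 h at 37 degrees C in DMEM plus 1% FBS, normalized to unstimulated and DMSO-stimulated controls.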
EPAC2 antagonist = EPAC2 (human) antagonism | EPAC2 GEF exchange of Rap1B-BODIPY-GDP, fluorescence | Q8WZA2 | 360,000 tested, 0.18% active | Potency, µM (titrated, usually from 114 µM), inactives show top-dose activity, negative = inhibition, usual class: inhibitors; note: % is set by controls: 0 for no effect and ±100 for the full control effect; nearly all actives have a fitted effect of over 45% in size; many of its hits are not listed in these tables
Target sequence (Q8WZA2 whole entry, looked up): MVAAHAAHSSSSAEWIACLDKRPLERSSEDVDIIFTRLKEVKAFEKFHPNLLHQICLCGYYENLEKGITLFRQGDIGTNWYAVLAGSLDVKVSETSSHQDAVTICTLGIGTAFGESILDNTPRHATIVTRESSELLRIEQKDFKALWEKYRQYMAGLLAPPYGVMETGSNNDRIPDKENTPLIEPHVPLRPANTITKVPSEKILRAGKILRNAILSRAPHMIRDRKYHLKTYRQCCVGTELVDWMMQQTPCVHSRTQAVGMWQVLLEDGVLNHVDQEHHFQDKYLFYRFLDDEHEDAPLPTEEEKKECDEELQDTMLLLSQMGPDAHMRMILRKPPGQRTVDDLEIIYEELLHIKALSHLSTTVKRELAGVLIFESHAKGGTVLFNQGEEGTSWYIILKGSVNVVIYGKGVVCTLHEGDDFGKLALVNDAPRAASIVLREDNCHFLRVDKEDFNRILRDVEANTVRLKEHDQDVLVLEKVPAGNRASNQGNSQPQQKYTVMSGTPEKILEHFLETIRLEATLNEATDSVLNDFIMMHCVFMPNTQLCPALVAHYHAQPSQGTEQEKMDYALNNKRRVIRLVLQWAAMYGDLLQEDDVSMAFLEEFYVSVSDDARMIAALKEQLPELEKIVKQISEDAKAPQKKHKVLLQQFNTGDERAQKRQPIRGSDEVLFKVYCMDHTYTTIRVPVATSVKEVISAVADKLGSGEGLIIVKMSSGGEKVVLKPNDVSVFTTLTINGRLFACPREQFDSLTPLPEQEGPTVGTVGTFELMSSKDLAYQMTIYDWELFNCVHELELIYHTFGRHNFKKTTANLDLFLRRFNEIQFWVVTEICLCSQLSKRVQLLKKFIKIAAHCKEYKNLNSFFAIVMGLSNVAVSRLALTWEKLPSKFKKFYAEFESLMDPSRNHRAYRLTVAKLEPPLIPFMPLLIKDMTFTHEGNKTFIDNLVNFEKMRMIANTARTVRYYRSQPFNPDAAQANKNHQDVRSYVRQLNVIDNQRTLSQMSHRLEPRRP
HepG2 viability = counter-screen for TGF-b inhibitors: cytotoxicity in HepG2 cells | Potency, µM (series often up to 46.1 µM), for the others: at the highest dose activity change, negative = cytotoxicity, usual class: cytotoxic | AID 588856 | 410,000 tested, 0.76% active | HepG2 CAGA-GFP viability, ATP luminescence, 18 h; note: some results filed as inactive show a strong effect at the top dose
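CellTiter-Glo luminescence gave cytotoxicity after 18 hours at 37 degrees C. The cells were HepG2 CAGA-GFP in 1% FBS DMEM, stimulated with 500 pg/mL TGF-beta after compound addition. %Activity was normalised to no-cell wells (complete cell-killing) and DMSO (no toxicity), and curves were fitted and classified.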
A549 viability = A549 cytotoxicity, counter-screen for Nrf2 inhibitors | Potency, µM (titrated, usually from 46 µM), without a hit: at the top dose activity change, negative = cytotoxicity, most hits filed as inhibitors | 390,000 tested, 0.16% active | AID 504648 | A549 ARE-Fluc cells, CellTiter-Fluor viability, 18-24 h; note: % is set by controls: 0 for no effect and ±100 for the full control effect
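A549 ARE_Fluc cells in 5% FBS OPTI-MEM were exposed to compounds in concentration-response for 18-24 h at 37 deg C. Viability was read by CellTiter-Fluor fluorescence (Ex 405/Em 525) after 30 min, before the luciferase read.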
S2 tox = reduces viability in counter-screen for ATXN expression inhibitors; S2 cells (HEK-293 line with an ATXN2-luciferase reporter) viability, CellTiter-Fluor protease fluorescence, 24 h; Potency, µM (titrated, usually from 56.7 µM), hits mostly cytotoxic; 400,000 tested, 0.49% active; note: nearly all actives have a fitted effect of over 40% in size
Active calls of the source: *; i = inactive; ? = inconclusive; · = no result given; & = joins results of further samples; [ ] = another dose, or the depositor's remark. Calls come from the whole dose curve; as a rule, active = well fitted curve in the direction sought with a large enough effect; inconclusive = small, poorly fitted or top-dose-only effect, or another doubt; inactive = no such curve, though single readings can be large; an effect the other way counts as inactive or inconclusive. Potency is the fitted concentration of half-maximal effect.

Value order – Nrf2 block	MCF10A rereplic	ATXN2 expr inh	Nrf2 activator	TGFb SMAD3 inh	EPAC2 antagonist	HepG2 viability	A549 viability	S2 tox
COc1cc(/C=N/NC(=O)c2ccccc2)ccc1O
 : 8%	10%	-3%	27%	-15%	6%	-75%	8%	i
O=Cc1c(N2CCC3(CC2)OCCO3)nc2ccccn2c1=O
 : 3%	-2%	13%	3.4%	25%	-12%	-20%	5%	i
CC(=O)N=c1c(C#N)cc2c(=O)n3cccc(C)c3nc2n1CCCOC(C)C
 : 2%	?	-15%	-0.7%	-29%	0%	-5%	?	·
CC(=O)c1cccc(NC(=O)c2ccc(OC3CSC3)cc2)c1
 : 12%	·	12%	-0.2%	4%	-2%	-10%	2%	i
CN(Cc1ccc(C(F)(F)F)cc1)C(=O)c1ccc(Oc2ccccc2)cc1
 : ?	16µM*	-18%	-0.3%	?	-28%	-35%	-14%	i
CCn1c(NCc2c[nH]c3ccccc23)nc2ccccc21
 : 21%	3%	10%	5.8%	-16%	1%	-39%	-15%	i
COc1ccc(-c2nc(CCNC(=O)c3ccc(Br)o3)cs2)cc1
 : -16%	1%	?	-0.8%&3.9%	0%&-30%	-29%	-17%&-26%	9%&13%	?
COc1ccc(C2=NN(C(=O)CN3CCCC3)C(c3ccc(OC)cc3)C2)cc1 (configuration not stated)
 : 14%	-11%	-2%	1.9%	0%	-22%	-12%	12%	i
O=C(NC(=S)Nc1ccc(Oc2ccc(Cl)cc2)cc1)c1ccccc1
 : ?	?	-8%	-0.6%	-18%	-1%	-25%	-6%	i
CN(Cc1ccco1)S(=O)(=O)c1cc(F)ccc1CN1C(=O)c2cccnc2C1=O
 : 8%	-1%	·	-0.9%	-6%	-1%	16%	-2%	i

Molecules above containing a furan ring, fused or not (2):
Value order – Nrf2 block	MCF10A rereplic	ATXN2 expr inh	Nrf2 activator	TGFb SMAD3 inh	EPAC2 antagonist	HepG2 viability	A549 viability	S2 tox
COc1ccc(-c2nc(CCNC(=O)c3ccc(Br)o3)cs2)cc1
 : -16%	1%	?	-0.8%&3.9%	0%&-30%	-29%	-17%&-26%	9%&13%	?
CN(Cc1ccco1)S(=O)(=O)c1cc(F)ccc1CN1C(=O)c2cccnc2C1=O
 : 8%	-1%	·	-0.9%	-6%	-1%	16%	-2%	i

Results in Nrf2 activator, for 2 of the compounds above:
compound | Nrf2 activator
COc1cc(/C=N/NC(=O)c2ccccc2)ccc1O | 27%
O=Cc1c(N2CCC3(CC2)OCCO3)nc2ccccn2c1=O | 3.4%

(continued)
Value order – Nrf2 block	MCF10A rereplic	ATXN2 expr inh	Nrf2 activator	TGFb SMAD3 inh	EPAC2 antagonist	HepG2 viability	A549 viability	S2 tox
Cc1ccc(C(=O)c2oc3ccccc3c2NC(=O)c2cc(-c3cc(C)ccc3O)n[nH]2)cc1
 : 26µM*	1.6µM*	-24%	2.9%	-11%	0%	0%	-26%	i
O=C(CCc1nc2sc3c(c2c(=O)[nH]1)CCCC3)NCCc1ccccc1
 : 0%	3%	3%	3.1%	15%	7%	-9%	8%	i
CCOc1ccc(Br)cc1S(=O)(=O)Nc1ccccc1N1CCOCC1
 : ?	16%	6%	3.9%	?	-6%	1%	-12%	i
COc1ccccc1N=NC1C(=O)N(C(N)=S)N=C1C (configuration not stated)
 : -24%	4%	-17%	2.9%	?	4%	-2%	-17%	i
O=c1[nH]c(-[n+]2ccccc2)c(/C=N/NC([S-])=Nc2ccccc2)s1
 : 7%	-1%	-1%	0.0%	39%[activator]	9%	10%	-9%	?
CCOc1ccc(N=C(C)C2=C(O)c3ccccc3C2=O)cc1
 : ?	6%	7%	0.1%	0%	-4%	15%	5%	i
COCCNC(=O)c1cc2c(Cl)nc3ccc(C)cc3c2s1
 : 14%	·	·	5.8%	12%	·	-6%	0%	·
COc1ccc(CNC(=O)C2CCCN(S(=O)(=O)c3ccc4c(c3)CCCN4C(C)=O)C2)cc1 (configuration not stated)
 : 21µM*	1%	0%&-17%	-0.2%&3.6%	-14%&-31%	-2%	-21%&-31%	0%&-1%	i
OC(COCCC12CC3CC(CC(C3)C1)C2)CN1CCCC1 (configuration not stated)
 : 11%	?	-24%	0.0%	-11%	-1%	-42%	12%	i
O=C(Nc1nc(-c2cc(Cl)sc2Cl)cs1)c1ccc(Br)s1
 : ?	?	?	15%	1%	2%	0%	-13%	?
O=S(c1ccccc1)C(c1ccccc1)c1ccccc1 (configuration not stated)
 : -4%	11%	-9%	-0.7%	13%	10%	-31%	-1%	i
CC(=O)c1ccc(N(C(=O)CNC(=O)c2ccco2)C(C(=O)NC2CCCC2)c2ccncc2)cc1 (configuration not stated)
 : 13%	-7%	-13%	2.0%	?	6%	-2%	-5%	i
COc1ccc(CC2NCCC3(O)CCCCC23)cc1 (configuration not stated)
 : 7%	7%	-2%	0.2%	10%	12%	0%	5%	i
CCc1cc(=O)oc2cc(OCC(=O)NCC3CCC(C(=O)O)CC3)ccc12 (configuration not stated)
 : -1%	-5%	9%	0.6%	8%	2%	-3%	1%	i
CN(C)S(=O)(=O)c1ccc(C(=O)Nc2nnc(-c3ccco3)o2)cc1
 : -7%	?	11%	2.2%	-19%	-4%	-30%	-1%	i
CCC1Oc2ccccc2N(CC(=O)NCCCN2CCN(Cc3ccccc3)CC2)C1=O (configuration not stated)
 : -1%	?	-20%	-0.1%	-8%	-1%	-36%	-3%	?
COCCNC(=O)C(OC(=O)CC1Sc2ccccc2NC1=O)c1ccccc1 (configuration not stated)
 : ·	1%	0%	6.0%	-21%	4%	-1%	4%	i
CC(=O)c1cccc(NC(=O)C23CC4CC(C2)CC(n2cncn2)(C4)C3)c1
 : -11%	14%	6%	-0.3%	-4%	5%	-4%	0%	i
Cc1cccc(C)c1NC(=O)CNC(=O)C(NC(=O)c1ccc(C(C)(C)C)cc1)C(C)C (configuration not stated)
 : -5%	-7%	-7%	0.0%	0%	4%	2%	0%	i
CC(C)(C)c1cc(P(=O)(c2ccccc2)c2ccccc2)ccc1O
 : ?	?	18%	0.0%	-13%	-8%	-6%	-23%	i

Reprinted at random: 2 entries already listed.
Value order – Nrf2 block	MCF10A rereplic	ATXN2 expr inh	Nrf2 activator	TGFb SMAD3 inh	EPAC2 antagonist	HepG2 viability	A549 viability	S2 tox
COc1ccc(CC2NCCC3(O)CCCCC23)cc1 (configuration not stated)
 : 7%	7%	-2%	0.2%	10%	12%	0%	5%	i
Cc1cccc(C)c1NC(=O)CNC(=O)C(NC(=O)c1ccc(C(C)(C)C)cc1)C(C)C (configuration not stated)
 : -5%	-7%	-7%	0.0%	0%	4%	2%	0%	i

Continuation:
Value order – Nrf2 block	MCF10A rereplic	ATXN2 expr inh	Nrf2 activator	TGFb SMAD3 inh	EPAC2 antagonist	HepG2 viability	A549 viability	S2 tox
Cn1cc(CCC(=O)N2CCCC(N3CCN(c4ccccc4F)CC3)C2)cn1 (configuration not stated)
 : ?	3%	1%	-0.1%	17%	-4%	3%	-10%	i
Cc1oc(-c2ccccc2F)nc1Cn1c(SCc2ccccc2F)nc2ccncc21
 : ?	·	?	5.7%	?	·	-35%	-27%	?
CCOc1ccc(-n2c(=O)c3c(C)c(C)sc3n(CC(=O)c3ccccc3)c2=O)cc1
 : 7%[9.27 µM]	·	-4%	-0.4%	-24%	·	-1%	2%	i
COc1ccccc1CNCC(O)Cn1c2ccccc2c2ccccc21 (configuration not stated)
 : -12%	?	?	-2.7%	?	-7%	11µM*	?	·
O=C(Nc1ccc(S(=O)(=O)Nc2cnc3ccccc3n2)cc1)c1ccc([N+](=O)[O-])cc1Cl
 : -26%	?	-21%	6.7%	?	0%	-35%	3%	·
COc1ccccc1N1CCN(c2ncnc3onc(-c4cccc(Cl)c4)c23)CC1
 : 14%	·	-3%	-0.2%	-11%	·	2%	-4%	i
COc1ccc2c(c1)CSC(c1ccccc1)C2=O (configuration not stated)
 : ·	·	·	20%	-18%	?	-38%	·	i
COc1ccc(OC)c(S(=O)(=O)Nc2ccccc2F)c1
 : -16%	?	-10%	0.2%	-7%	-1%	-10%	-5%	i
CCC(c1c(C)[nH]oc1=O)c1c(C)[nH]oc1=O
 : -17%	-1%	-5%	0.1%	43%[activator]	-13%	-10%	-20%	i
CCC(Sc1ccc2nnc(-c3ccc(OC)c(OC)c3)n2n1)C(=O)O (configuration not stated)
 : 11%	-3%	3%	0.2%	23%	2%	5%	6%	i
CC1CC(NS(=O)(=O)c2cccs2)CC(C)(C)C1 (configuration not stated)
 : ?	21%	-14%	3.4%	-25%	0%	-21%	-26%	i
COc1ccccc1NC(=O)CCNS(=O)(=O)c1ccc2c(c1)CCN2C(=O)C1CC1
 : ·	·	0%	3.4%	-1%	·	13%	6%	i
O=C(CNC(=O)c1ccc(Br)cc1)NCc1cccnc1
 : -19%	0%	3%	0.5%	17%	16%	-3%	-20%	i
CC1(C)Cc2c(cnn2-c2ccc(F)cc2)C(NC(=O)CCn2cncn2)C1 (configuration not stated)
 : 7%	-1%	27%	0.0%	?	8%	3%	-1%	i
Cc1cccc(C)c1OCCN1CCOCC1
 : 42%	3%	·	-0.3%	-2%	5%	1%	1%	i
CCCc1ccc(NS(=O)(=O)c2c(C)oc(C)c2C(=O)OC)cc1
 : ?	?	-20%	4.5%	2%	-7%	-8%	14%	i
CN1/C(=C/C2CC(=O)NC2=O)C(C)(C)c2ccccc21 (configuration not stated)
 : ·	-8%	-9%	0.1%	-1%	15%	2%	0%	i
COc1ccc(Br)cc1/C=N/n1c(COc2ccccc2)n[nH]c1=S
 : -21%	-10%	5%	3.0%	-10%	3%	0%	-2%	i
CCS(=O)(=O)N1CCN(c2ccc(C(=O)N3CCOCC3)cc2[N+](=O)[O-])CC1
 : ?	2%	-9%	0.4%	3%	-13%	12%	-6%	i
CN(C)c1ccc(-c2ccc(C3C4C=CCCC4(C)C(=O)N3Cc3ccccc3)c(F)c2)cc1 (configuration not stated)
 : ?	·	·	·	-2%	·	-2%	9%	·
CCN(CC)CCOCCn1c(C)ccc1C
 : 1%	4%	-3%	0.0%	12%	9%	15%	-10%	i

Source: PubChem BioAssay

A portion of the library; the hit share may differ from the screen's.
